Bioassay records (PubChem)
Platelet DG rel: platelet dense granule release activity; 0.22% of 300,000 active; inhibition, %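 (compounds screened at 7.5 µM in platelet-rich plasma)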; human platelet-rich plasma, SFLLRN dense granule ATP release, luminescence; AID 1663;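 active = mean replicate score, as percent of positive control, at or above 50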
HSF1 activator: increases HSF-1 driven luciferase reporter signal | NIH3T3-HGL HSF-1 luciferase reporter, MG132, 8 h; 100% = twice DMSO control signal | activation, % at 9 µM | 1.7% of 300,000 active | AID 504408;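 active = mean replicate activation of at least 50% with a set share of replicates each reaching 50%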;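 also: 0% = median of the neutral control wells and 100% = twice that signal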
GSK3 alpha inh: blocks human GSK-3 alpha kinase | P49840 | 0.1% of 320,000 active | inhibition, % at 10 µM | ADP-Glo luminescence, 60 min | AID 2650;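 in the data active = inhibition above about 50%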;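 also: GST-tagged GSK-3 alpha with peptide substrate and 25 µM ATP; 0% = DMSO neutral wells and 100% = GW8510 positive control wells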
Target sequence (P49840 whole entry, looked up): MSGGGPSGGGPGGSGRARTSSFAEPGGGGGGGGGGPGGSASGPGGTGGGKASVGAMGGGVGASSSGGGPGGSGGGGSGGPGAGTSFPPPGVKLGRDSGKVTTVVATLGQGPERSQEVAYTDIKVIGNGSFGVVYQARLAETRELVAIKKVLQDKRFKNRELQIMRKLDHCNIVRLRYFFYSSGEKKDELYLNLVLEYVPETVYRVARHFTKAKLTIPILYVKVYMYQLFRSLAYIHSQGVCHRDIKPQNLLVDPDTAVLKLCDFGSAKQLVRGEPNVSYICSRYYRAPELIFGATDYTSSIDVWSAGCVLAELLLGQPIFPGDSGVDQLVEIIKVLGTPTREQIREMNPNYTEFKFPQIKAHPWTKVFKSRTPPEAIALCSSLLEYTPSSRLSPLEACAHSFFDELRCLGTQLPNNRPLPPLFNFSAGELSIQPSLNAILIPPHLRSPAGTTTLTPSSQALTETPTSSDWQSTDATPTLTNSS
GSK3B inh: inhibitors of human GSK3beta kinase; 0.038% of 300,000 active; P49841; AID 2097; activity score (negative = inhibition), % at 10 µM; GST-GSK3beta kinase, ADP-Glo luminescence, 60 min; hits give low values;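 active = more than half of replicate wells score below -50%, meaning over 50% inhibition versus plate controls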;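 also: 0% = median DMSO wells and -100% = median GW8510 positive control wells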
Target sequence (P49841 whole entry, looked up): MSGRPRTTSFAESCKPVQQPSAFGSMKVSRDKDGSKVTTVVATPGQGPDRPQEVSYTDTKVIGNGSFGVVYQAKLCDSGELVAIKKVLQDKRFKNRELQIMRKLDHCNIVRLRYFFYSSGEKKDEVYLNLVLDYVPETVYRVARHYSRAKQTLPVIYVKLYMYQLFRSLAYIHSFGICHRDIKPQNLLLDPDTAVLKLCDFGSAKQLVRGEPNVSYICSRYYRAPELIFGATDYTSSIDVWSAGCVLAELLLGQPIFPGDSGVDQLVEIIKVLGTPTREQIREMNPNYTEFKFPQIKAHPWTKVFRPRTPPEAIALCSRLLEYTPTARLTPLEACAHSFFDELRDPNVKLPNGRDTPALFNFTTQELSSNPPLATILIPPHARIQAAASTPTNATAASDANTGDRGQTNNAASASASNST
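Test system: GST-fused GSK3beta enzyme, cell-free | Quantity: 1.6 ng GST-GSK3beta enzyme per well | Reagent: 25 µM ATP with peptide substrate | Schedule: 60 min enzyme reaction, room temperature | Signal: Luminescent ADP-Glo measurement of ADP formed | Read-out basis: Score relative to plate controls | Control set: DMSO and 20 µM GW8510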
KLF5 inh: suppresses KLF5 promoter-driven expression; 0.23% of 290,000 active; DLD-1 KLF5 promoter-luciferase reporter, luminescence; inhibition, % at 5 µM;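 active = inhibition above a per-plate limit of that plate's mean compound inhibition plus 3 SD, cut at about 60% in these data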;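 also: 0% = DMSO wells and 100% = LY294002 at 200 µM; higher means less KLF5 promoter-driven luciferase light; inactives centre near -14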
HSF1 inh: HSF1 inhibition; NIH3T3-HGL HSE-luciferase, MG132-induced, luminescence 8 h; hits give low values; activity change, negative = inhibition, % at 7.5 µM (by protocol); 0.77% of 300,000 active;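 active = more than half of replicate wells show activity change below -50%, luminescence cut by over half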;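 also: luciferase reports HSF-1 transcriptional activity via heat shock element; 0% = median of DMSO wells and -100% = zero luminescence signal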
IEC-6 cytotox: IEC-6 cytotoxicity, counter-screen for KLF5 inhibitors; luminescence viability; inhibition, % at 5 µM; 0.78% of 290,000 active; AID 1825; in the data active = inhibition above about 22%;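 also: 0% = plate median of test compound wells and 100% = cytotoxic reference compound wells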
HSP90 refold inh: inhibitors of HSP90 luciferase refolding in rabbit reticulocyte lysate; luciferase refolding luminescence, 3 h; inhibition, % at 5.6 µM; 0.91% of 290,000 active;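 active = inhibition above the screen-wide mean plus 3 SD, computed separately per campaign, cut at about 16% in these data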;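 also: 0% = DMSO wells and 100% = 60 µM geldanamycin wells; inhibitors lower the luminescence because luciferase stays unfolded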
Dyrk1A ADPGlo: Dyrk1A (rat) kinase inhibition; 0.43% of 310,000 active; Q63470; inhibition, % at 12.5 µM; AID 504441; ADP-Glo luminescence, NFATc1 peptide; in the data active = inhibition above about 50%;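 also: plate controls were vehicle with enzyme for no effect and no enzyme for full effect; many of its hits are not listed in these tables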
aSyn 5UTR inh: 5' untranslated region of α-synuclein, MLPCN primary screen; alpha-synuclein 5'UTR reporter, inhibitor activity; 0.82% of 300,000 active; inhibition, % (tested at 7.5 µM); in the data active = inhibition above about 60%;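 also: H4 neuroglioblastoma cells stably carrying SNCA 5'UTR luciferase fusion; 0% = DMSO wells and 100% = positive control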
Starred values were filed as active, the others as inactive. Only part of the results is shown (hit frequency here may not be typical).

O=C(CC1OC(=O)c2ccccc21)NCC1COc2ccccc2O1 (stereo unspecified) was read as Platelet DG rel -3.6, HSF1 activator -8.9, GSK3 alpha inh -0.3, GSK3B inh 0.8, HSF1 inh -10.8, Dyrk1A ADPGlo 3.0 and aSyn 5UTR inh -4.9.
Screening Fc1ccccc1-n1cc(-c2ccccc2)[nH]c1=S returned Platelet DG rel -3.7, HSF1 activator 49.2, GSK3 alpha inh -1.8, GSK3B inh 2.8, KLF5 inh -6.4, HSF1 inh 17.8, IEC-6 cytotox -4.5, HSP90 refold inh 3.6 and aSyn 5UTR inh -99.5.
For C=CCOc1c(CNc2ncn[nH]2)cccc1OCC the results were Platelet DG rel -9.9, HSF1 activator 47.5, GSK3 alpha inh -2.6, GSK3B inh 2.7, KLF5 inh -13.6, HSF1 inh 7.4, IEC-6 cytotox 1.2, HSP90 refold inh -0.7, Dyrk1A ADPGlo 3.0 and aSyn 5UTR inh 20.0.
O=C(NO)c1cc(OCC(F)(F)F)ccc1OCC(F)(F)F was read as Platelet DG rel -4.4, HSF1 activator -4.2, GSK3 alpha inh 5.0, GSK3B inh 6.0, KLF5 inh -6.5, HSF1 inh -2.2, IEC-6 cytotox 9.1, HSP90 refold inh 1.9, Dyrk1A ADPGlo -3.6 and aSyn 5UTR inh -1.0.
Cc1cc(C(=O)COC(=O)c2ccncc2)c(C)n1Cc1ccco1 was read as Platelet DG rel -0.1, HSF1 activator -45.8, KLF5 inh -32.9, HSF1 inh -44.2, IEC-6 cytotox 3.5, HSP90 refold inh 26.0* and aSyn 5UTR inh -55.4.
`Cc1ccc(C)c(NC(=O)CSc2nnc(Cc3cccn3C)n2-c2ccc(F)cc2)c1` gave Platelet DG rel 9.7, HSF1 activator 12.0, GSK3 alpha inh -3.4, GSK3B inh -3.2, KLF5 inh 14.8, HSF1 inh -0.4, IEC-6 cytotox 5.9, HSP90 refold inh -2.8, Dyrk1A ADPGlo 2.5 and aSyn 5UTR inh -0.7.
CN(C)/C=C/C(=O)c1nn(-c2ccc(F)cc2)ccc1=O was read as GSK3 alpha inh -0.8, GSK3B inh -1.1, KLF5 inh -18.1, IEC-6 cytotox -5.9, HSP90 refold inh 3.1 and Dyrk1A ADPGlo -6.4.
For CS(=O)(=O)Cc1ccc(C(=O)NCC2(N3CCCCC3)CCCCC2)cc1 the results were Platelet DG rel -7.2, HSF1 activator -24.0, GSK3 alpha inh 1.0, GSK3B inh -0.6, KLF5 inh 5.9, HSF1 inh -5.3, IEC-6 cytotox 1.1, HSP90 refold inh 0.2, Dyrk1A ADPGlo 0.4 and aSyn 5UTR inh -14.7.
O=C(CN1CCN(C(=O)c2ccco2)CC1)Nc1ccc2c(c1)OCO2 was read as Platelet DG rel -1.1, HSF1 activator 2.8, GSK3 alpha inh 0.2, GSK3B inh 4.4, KLF5 inh -22.4, HSF1 inh -2.2, IEC-6 cytotox 0.5, HSP90 refold inh 0.6, Dyrk1A ADPGlo -2.9 and aSyn 5UTR inh -17.0.
For COc1ccc(CN(Cc2cc3cc(C)ccc3[nH]c2=O)C(=O)N(C)C)cc1 the results were Platelet DG rel 6.9, HSF1 activator -2.2, GSK3 alpha inh -2.4, GSK3B inh 0.2, KLF5 inh 14.2, HSF1 inh 2.2, IEC-6 cytotox 5.9, HSP90 refold inh 4.1, Dyrk1A ADPGlo 7.3 and aSyn 5UTR inh 5.4.
For OCCNC1=NCCN1 the results were Platelet DG rel 2.4, HSF1 activator -3.4, GSK3 alpha inh 6.0, GSK3B inh -0.6, KLF5 inh -6.8, HSF1 inh 2.6, IEC-6 cytotox -7.5, HSP90 refold inh -1.6, Dyrk1A ADPGlo -12.3 and aSyn 5UTR inh 15.7.
For CN1CCN(C(=O)CSc2nc(-c3cccs3)cc(-c3cccs3)c2C#N)CC1 the results were Platelet DG rel -0.9, HSF1 activator -6.8, GSK3 alpha inh -0.7, GSK3B inh 0.0, KLF5 inh 2.3, HSF1 inh -3.0, IEC-6 cytotox -6.1, HSP90 refold inh -0.7, Dyrk1A ADPGlo 5.8 and aSyn 5UTR inh -27.3.
`CCOC(=O)/C(C#N)=C/c1c(OCC)n(CC)c2ccccc12` gave Platelet DG rel -3.2, HSF1 activator 2.0, GSK3 alpha inh 4.5, GSK3B inh -2.7, KLF5 inh -4.5, HSF1 inh 0.6, IEC-6 cytotox 4.4, HSP90 refold inh -1.5, Dyrk1A ADPGlo -1.2 and aSyn 5UTR inh 21.4.
For CC(=O)Cc1nsc(Nc2ccccc2)n1 the results were Platelet DG rel -6.6, HSF1 activator 46.8, GSK3 alpha inh -5.6, GSK3B inh 1.1, KLF5 inh -40.8, HSF1 inh 7.8, IEC-6 cytotox 0.5, HSP90 refold inh -4.7, Dyrk1A ADPGlo 0.0 and aSyn 5UTR inh -47.6.
O=C(O)c1csc(-c2cccc(Cl)c2)n1 was read as Platelet DG rel -0.3, HSF1 activator 2.3, GSK3 alpha inh -4.7, GSK3B inh 0.9, KLF5 inh -10.1, HSF1 inh 5.6, IEC-6 cytotox 0.1, HSP90 refold inh 2.0, Dyrk1A ADPGlo 16.9 and aSyn 5UTR inh 6.0.
Screening O=c1c(/C=N/Nc2ccccc2)c(Sc2nnnn2-c2ccccc2)nc2ccccn12 returned KLF5 inh -29.9, IEC-6 cytotox 1.9, HSP90 refold inh 0.1 and Dyrk1A ADPGlo 2.7.
`CCOC(=O)CCC(=O)Nc1ccc([N+](=O)[O-])cc1C` gave Platelet DG rel 5.1, HSF1 activator 12.8, GSK3 alpha inh -0.8, GSK3B inh -6.3, KLF5 inh 2.0, HSF1 inh 4.1, IEC-6 cytotox -3.6, HSP90 refold inh 0.3, Dyrk1A ADPGlo 6.4 and aSyn 5UTR inh 8.1.
`CCOc1ccc(C(=O)NCC(=O)NNC(=O)CN(C)S(=O)(=O)c2ccc(Cl)cc2)cc1` gave Platelet DG rel 6.0, HSF1 activator 10.7, GSK3 alpha inh -1.6, GSK3B inh -0.2, HSF1 inh 6.8, Dyrk1A ADPGlo -7.5 and aSyn 5UTR inh 14.0.
For COc1cccc(C(=O)NCc2ccco2)c1OC the results were Platelet DG rel -2.9, HSF1 activator -1.9, GSK3 alpha inh 1.2, GSK3B inh 1.5, KLF5 inh -26.5, HSF1 inh -5.6, IEC-6 cytotox 0.6, HSP90 refold inh 1.7, Dyrk1A ADPGlo -4.1 and aSyn 5UTR inh 5.5.
Screening COc1ccc(CC(=O)Nc2cccc(-c3nnc(-c4ccco4)o3)c2)cc1 returned Platelet DG rel -0.5, HSF1 activator 12.7, GSK3 alpha inh 0.1, GSK3B inh 0.9, KLF5 inh -46.4, HSF1 inh 9.8, IEC-6 cytotox 3.7, HSP90 refold inh -0.5, Dyrk1A ADPGlo -2.1 and aSyn 5UTR inh 35.9.
For CCOCCCN(C)C1CCN(C(=O)c2oc3ccccc3c2NC(=O)c2cccc([N+](=O)[O-])c2)CC1 the results were Platelet DG rel 12.9, HSF1 activator -3.0, GSK3 alpha inh -0.3, GSK3B inh -1.3, KLF5 inh -25.4, HSF1 inh -5.4, IEC-6 cytotox 0.6, HSP90 refold inh -1.4, Dyrk1A ADPGlo 1.4 and aSyn 5UTR inh 0.4.
`CC1=C(C)CC(C(=O)NNC(=O)c2ccccc2O)C(C(=O)O)C1` (stereo unspecified) gave GSK3 alpha inh -0.3, GSK3B inh 1.5, KLF5 inh -23.9, IEC-6 cytotox -0.8, HSP90 refold inh -1.3 and Dyrk1A ADPGlo -6.4.
Screening O=C(CN(C(=O)CSc1nnc(COc2ccccc2)o1)c1ccc(F)cc1)NC1CCCCC1 returned Platelet DG rel -8.2, HSF1 activator -4.4, GSK3 alpha inh -0.3, GSK3B inh 2.1, KLF5 inh -4.7, HSF1 inh 5.6, IEC-6 cytotox 4.9, HSP90 refold inh 2.3 and aSyn 5UTR inh 25.5.
For Cc1c(C(=O)N(Cc2cccs2)C2CCS(=O)(=O)C2)oc2ccccc12 (stereo unspecified) the results were Platelet DG rel 4.7, HSF1 activator 18.4, GSK3 alpha inh -0.4, GSK3B inh -1.7, KLF5 inh -13.7, HSF1 inh 0.3, IEC-6 cytotox -2.3, HSP90 refold inh 2.5, Dyrk1A ADPGlo 8.2 and aSyn 5UTR inh -3.8.
For Cc1cc(OC(C)C(=O)NCC2CCCO2)cc(C)c1Cl (stereo unspecified) the results were Platelet DG rel 1.5, HSF1 activator 1.4, GSK3 alpha inh 8.2, GSK3B inh 0.4, KLF5 inh -31.1, HSF1 inh -5.4, IEC-6 cytotox 1.7, HSP90 refold inh -4.0, Dyrk1A ADPGlo -1.2 and aSyn 5UTR inh -5.2.
For COc1cc2cccc(OC)c(=O)c2c(OC)c1OC the results were Platelet DG rel 1.5, HSF1 activator -2.8, GSK3 alpha inh -2.2, GSK3B inh 0.5, KLF5 inh -25.6, HSF1 inh -4.8, IEC-6 cytotox 1.4, HSP90 refold inh 2.1, Dyrk1A ADPGlo 13.2 and aSyn 5UTR inh -13.4.
Screening Cc1cccc2sc(NC(=O)C3c4ccccc4Oc4ccccc43)nc12 returned Platelet DG rel 5.1, HSF1 activator 30.3, GSK3B inh 0.9, KLF5 inh 5.3, HSF1 inh 6.2, IEC-6 cytotox 0.2, HSP90 refold inh -0.9, Dyrk1A ADPGlo 1.6 and aSyn 5UTR inh 13.8.
COCCSc1nc(N)c(NC(=O)c2ccc(OC)cc2)c(=O)[nH]1 was read as Platelet DG rel 9.7, HSF1 activator 0.4, GSK3B inh -4.9, KLF5 inh -31.9, HSF1 inh -0.5, IEC-6 cytotox 5.3, HSP90 refold inh -0.9, Dyrk1A ADPGlo 14.8 and aSyn 5UTR inh 1.2.
COc1cc(-n2cnnn2)ccc1S(=O)(=O)N1CCOCC1 was read as Platelet DG rel -2.6, HSF1 activator -4.8, GSK3 alpha inh -1.8, GSK3B inh 1.5, KLF5 inh -20.9, HSF1 inh -2.2, IEC-6 cytotox 0.2, HSP90 refold inh 1.2, Dyrk1A ADPGlo 0.2 and aSyn 5UTR inh 12.6.
`CCN(CC)S(=O)(=O)c1ccc(N/N=C/c2ccc(O)cc2O)nc1` gave Platelet DG rel 4.7, HSF1 activator -8.7, GSK3 alpha inh -1.1, GSK3B inh 2.0, KLF5 inh 71.9*, HSF1 inh 2.4, IEC-6 cytotox 16.5, HSP90 refold inh -6.7, Dyrk1A ADPGlo -1.2 and aSyn 5UTR inh 90.0*.
COC(=O)CN1C(=O)N/C(=C/c2ccccc2OC)C1=O was read as Platelet DG rel -10.8, HSF1 activator 7.4, GSK3 alpha inh -4.0, GSK3B inh -0.4, KLF5 inh -5.6, HSF1 inh 1.3, IEC-6 cytotox 2.4, HSP90 refold inh -1.0, Dyrk1A ADPGlo -5.9 and aSyn 5UTR inh 20.4.
For CCOC(=O)c1cccc(NC(=O)C2CCCO2)c1 (stereo unspecified) the results were Platelet DG rel 2.8, HSF1 activator -2.3, GSK3 alpha inh 5.6, GSK3B inh -2.1, KLF5 inh -19.4, HSF1 inh -7.0, IEC-6 cytotox 1.7, HSP90 refold inh -0.3, Dyrk1A ADPGlo 3.0 and aSyn 5UTR inh -10.5.
For O=C(CN1CCN(c2ncccn2)CC1)NCc1ccccc1 the results were Platelet DG rel -1.9, HSF1 activator -12.4, GSK3 alpha inh -1.7, GSK3B inh 2.6, KLF5 inh -13.9, HSF1 inh -3.2, IEC-6 cytotox 0.1, HSP90 refold inh 4.4, Dyrk1A ADPGlo -10.4 and aSyn 5UTR inh 6.4.
